Screens deposited in PubChem BioAssay by The Scripps Research Institute Molecular Screening Center.
PAFAH1B2 FP inh: PAFAH1B2 (human) inhibition. inhibition, % at 3.39 µM. AID 492953. hit rate 1.2% among 340,000. recombinant PAFAH1B2, FP-rhodamine activity probe, fluorescence polarization;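 active = inhibition above the mean of all tested compounds plus 3 SD, cut at about 24% in these data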;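 also: 0% = enzyme with DMSO and 100% = wells lacking PAFAH1B2; many of its hits are not listed in these tables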
Target sequence (P68402 whole entry, looked up): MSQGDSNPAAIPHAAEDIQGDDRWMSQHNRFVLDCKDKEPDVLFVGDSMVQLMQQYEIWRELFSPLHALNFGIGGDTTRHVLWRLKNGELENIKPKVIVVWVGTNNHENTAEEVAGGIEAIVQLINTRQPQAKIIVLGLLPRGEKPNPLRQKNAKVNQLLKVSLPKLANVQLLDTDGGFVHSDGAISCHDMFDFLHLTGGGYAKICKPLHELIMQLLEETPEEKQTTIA
PAFAH2 inh: PAFAH2 (human) inhibition; Q99487; recombinant PAFAH2, FP-rhodamine activity probe, fluorescence polarization; inhibition, % at 3.39 µM; hit rate 0.99% among 340,000; AID 492956;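 active = inhibition above the mean over all tested compounds plus 3 SD, cut at about 30% in these data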;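 also: inhibitors block probe labeling of enzyme so polarization drops; 0% = enzyme with DMSO and 100% = wells lacking PAFAH2 protein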
PAFAH1B3 inh: inhibitors of human PAFAH1B3 | inhibition, % at 3.39 µM | recombinant PAFAH1B3, FP-rhodamine probe, fluorescence polarization | Q15102 | hit rate 0.28% among 340,000;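 active = inhibition above the screen-wide average of all tested compounds plus 3 SD, cut at about 25% in these data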;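 also: 0% = enzyme with DMSO only and 100% = wells lacking PAFAH1B3 protein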
Target sequence (Q15102 whole entry, looked up): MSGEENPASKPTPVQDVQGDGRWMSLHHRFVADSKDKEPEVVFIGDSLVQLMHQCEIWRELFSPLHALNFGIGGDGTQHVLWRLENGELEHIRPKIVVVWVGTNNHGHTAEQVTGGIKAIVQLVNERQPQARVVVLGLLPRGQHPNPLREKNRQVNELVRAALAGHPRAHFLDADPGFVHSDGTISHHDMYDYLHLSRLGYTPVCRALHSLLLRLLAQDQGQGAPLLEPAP
The depositor's hits bear a star. Some of the compounds tested (hit frequency here may not be typical).

PAFAH1B3 inh | PAFAH1B2 FP inh | Compound | PAFAH2 inh
7 | 1 | CCOc1ccccc1CN1CCNC(=O)C1CC(=O)N(C)Cc1nonc1C (configuration not stated) | 5
1 | -1 | CS(=O)(=O)c1ccc(S(=O)CC(=O)OCc2ccccc2)c([N+](=O)[O-])c1 (configuration not stated) | -3
8 | 6 | CCOC(=O)Cn1c(C(F)(F)F)nc2nc(Cl)c(Cl)nc21 | 3
6 | 7 | O=C(NNC(=O)C1C2C=CC(C2)C1C(=O)O)c1cc(Cl)ccc1O (configuration not stated) | 3
6 | 7 | C[C@]12CC[C@H](O)CC1=CCC1C2CC[C@@]2(C)C1CC[C@@H]2NC(=O)[C@@H](N)Cc1cnc[nH]1 (some centres not stated) | -1
7 | 3 | COc1cccc(/C=C/C(=O)OCC(=O)N2c3ccccc3CC2C)c1OC (configuration not stated) | 19
-1 | 2 | Cc1cc(NC(=O)c2ccc(C(C)(C)C)cc2)no1 | -1
-3 | 9 | CCN(C(=O)COC(=O)C1COc2ccccc2O1)c1c(N)n(Cc2ccccc2)c(=O)[nH]c1=O (configuration not stated) | -2
4 | 3 | COc1cc(OC)c(N2CC(C(=O)Nc3cccc(C(=O)NC4CC4)c3)CC2=O)cc1Cl (configuration not stated) | 11
6 | 2 | CC1=NN(C(N)=S)C(=O)C1N=Nc1ccc(F)cc1 (configuration not stated) | -3
9 | 7 | COc1ccc(-c2cnc(SCC(=O)Nc3ccc4c(c3)OCO4)n2Cc2ccco2)cc1 | 6
4 | -4 | N#C/C(=C\c1c(N2CCN(c3ccccc3)CC2)nc2ccccn2c1=O)C(N)=O | 6
6 | 5 | O=C1OCCN1c1ccccc1 | -1
8 | 0 | O=S1(=O)N=C(N(CCO)/N=C/c2ccccc2)c2ccccc21 | 5
0 | 5 | CC1=C(C(N)=O)C(c2ccccn2)n2nc(-c3ccccc3Cl)nc2N1 (configuration not stated) | -4
2 | -2 | C/C(=N/NC(=O)c1ccc2c(c1)OCO2)c1ccc(NC(=O)c2ccc(F)cc2)cc1 | 4
5 | 2 | O=C1[C@H](Cc2ccccc2)NCCCC[C@@H](c2ccco2)N1Cc1ccccc1 | 0
66* | 39* | CN1CCN(C2=C(Cl)C(=O)c3ccccc3C2=O)CC1 | 57*
0 | 5 | CSc1nc(N)nc2c1ncn2C1OC(CO)C(O)C1O (configuration not stated) | 1
6 | 1 | C=CCN1C=CC(=O)[C@@H](OC(=O)Nc2ccc(Br)cc2)[C@H]1c1ccccc1Br | -4
15 | 3 | COC(=O)C1CC2=C(CCCC2=O)N(c2ccccc2)C1=O (configuration not stated) | -2
3 | 2 | ON=C1CCCCCCCC1 | 2
-4 | 3 | O=C1NC(c2ccccc2)Oc2ccccc21 (configuration not stated) | 5
5 | 1 | Cc1cc2cc(CN(Cc3cccs3)C(c3nnnn3C(C)(C)C)C(C)C)c3nnnn3c2cc1C (configuration not stated) | 9
-5 | 8 | Cc1noc(C)c1C(=O)Nc1nc(-c2cc(F)ccc2F)cs1 | 1
7 | 0 | COc1ccc(CCNC(=O)C2CCCN(c3nn4c(=O)cc(C)nc4s3)C2)cc1OC (configuration not stated) | 3
6 | 5 | COc1ccc(NC(=O)CN(C)CC(=O)NCCc2ccc(F)cc2)cc1 | -2
2 | 2 | CN1CCN(C(=O)c2ccc(CNS(=O)(=O)c3ccc(F)c(Cl)c3)cc2)CC1 | 3
6 | 6 | Cc1ccc(NS(=O)(=O)c2c(C)[nH]c(=O)[nH]c2=O)cc1F | 2
7 | 5 | COc1cc(C(=O)NCCCC2CCCC2)ccc1OC1CCN(C(C)=O)CC1 | 9

Grouped by structure, the entries above with fluorine.
PAFAH1B3 inh | PAFAH1B2 FP inh | Compound | PAFAH2 inh
8 | 6 | CCOC(=O)Cn1c(C(F)(F)F)nc2nc(Cl)c(Cl)nc21 | 3
6 | 2 | CC1=NN(C(N)=S)C(=O)C1N=Nc1ccc(F)cc1 (configuration not stated) | -3
2 | -2 | C/C(=N/NC(=O)c1ccc2c(c1)OCO2)c1ccc(NC(=O)c2ccc(F)cc2)cc1 | 4
-5 | 8 | Cc1noc(C)c1C(=O)Nc1nc(-c2cc(F)ccc2F)cs1 | 1
6 | 5 | COc1ccc(NC(=O)CN(C)CC(=O)NCCc2ccc(F)cc2)cc1 | -2
2 | 2 | CN1CCN(C(=O)c2ccc(CNS(=O)(=O)c3ccc(F)c(Cl)c3)cc2)CC1 | 3
6 | 6 | Cc1ccc(NS(=O)(=O)c2c(C)[nH]c(=O)[nH]c2=O)cc1F | 2

Four compounds picked at random from those above:
PAFAH1B3 inh | PAFAH1B2 FP inh | Compound | PAFAH2 inh
0 | 5 | CSc1nc(N)nc2c1ncn2C1OC(CO)C(O)C1O (configuration not stated) | 1
5 | 1 | Cc1cc2cc(CN(Cc3cccs3)C(c3nnnn3C(C)(C)C)C(C)C)c3nnnn3c2cc1C (configuration not stated) | 9
66* | 39* | CN1CCN(C2=C(Cl)C(=O)c3ccccc3C2=O)CC1 | 57*
6 | 1 | C=CCN1C=CC(=O)[C@@H](OC(=O)Nc2ccc(Br)cc2)[C@H]1c1ccccc1Br | -4

(continued)
PAFAH1B3 inh | PAFAH1B2 FP inh | Compound | PAFAH2 inh
5 | 0 | COc1cc(/C=N/NC(=O)c2c(-c3c(Cl)cccc3Cl)noc2C)ccc1OCC(N)=O | 6
4 | -1 | CC1CCCCC1NC(=O)COC(=O)c1ccc([N+](=O)[O-])o1 (configuration not stated) | 17
6 | 1 | CCc1ccccc1NC(=O)CSc1nc2n[nH]c(C)c2c(=N)n1-c1ccc(OC)cc1 | 8
9 | 0 | O=C(O)c1cc(N2CCCCC2)ccn1 | 3
17 | 9 | CC1=NN(c2cc(Cl)c(S(=O)(=O)O)cc2Cl)C(=O)C1 | -2
11 | 1 | O=C(Cc1c(F)cccc1Cl)Nc1ccccn1 | -4
6 | 1 | N#CCC(=O)N/N=C\c1cc(Br)ccc1OC/C=C/c1ccccc1 | -15
0 | -6 | O=C(NCCNC(=O)Oc1cccc2ccccc12)Oc1cccc2ccccc12 | -2
6 | 4 | CC[C@]12C(=O)N(C)C[C@H]([C@@H]3C(=O)N(C)C(=O)[C@@H]31)N2C(=O)c1ccccc1 | 6
2 | 9 | COc1ccc2c(c1)c(C(C)=O)c(C)n2-c1ccc(C(C)=O)cc1 | 4
5 | -1 | O=C(CCCc1ccccc1)NCc1ccc2c(c1)OCO2 | 0
-1 | 2 | Cc1cc(C(=O)NNC(=O)/C=C/c2ccco2)c(C)o1 | 7
7 | 3 | CC(=O)NS(=O)(=O)c1ccc(NC(=S)NC(=O)C2CCC2)cc1 | 11
11 | 0 | COc1cccc2c1CCC1=CC(=O)CCC12C (configuration not stated) | -9
7 | -1 | CCCN1CCc2c(sc3nc(SCC)n(-c4ccc(OC)cc4)c(=O)c23)C1 | 13
7 | 7 | O=C(Nc1ccccc1)OCCOc1ccc(Cl)cc1Cl | -13
-2 | 5 | CC(NC(=O)COC(=O)C1=NN(c2ccccc2)C(=O)CC1)c1ccccc1 (configuration not stated) | 3
5 | 1 | COc1cc(/C=C/c2cc(C(F)(F)F)[nH]c(=O)n2)cc(OC)c1OC | 3
4 | -1 | CC(=O)c1ccc(S(=O)(=O)Nc2ccc(C(=O)N3CCC3)cc2)cc1 | -1
-3 | 3 | CCC1(CC)CNC(=O)NC1 | 2
5 | 0 | CCOc1ccc(C(=O)Cc2ccccc2)cc1 | 1
6 | 5 | Cc1cc(C)c(S(=O)(=O)Nc2c(C)n(C)n(-c3ccccc3)c2=O)cc1[N+](=O)[O-] | 9
7 | 4 | COc1ccc(CCNC(=O)c2cc3c(=O)n4ccccc4nc3n(CC3CCCO3)c2=N)cc1 (configuration not stated) | 5
19 | 3 | O=[N+]([O-])c1ccc(C=NNC(=S)NN=Cc2ccc([N+](=O)[O-])cc2)cc1 | 13
4 | 2 | O=C(COC(=O)Cn1[nH]c(=O)c2ccccc2c1=O)Nc1ncc(Cl)cc1Cl | 0
5 | 3 | Cc1cc(Br)ccc1NC(=O)CNC(=O)CN(C)C1CCS(=O)(=O)C1 (configuration not stated) | 2
4 | 7 | CCN1C[C@@H]2[C@@H]3C(=O)N(Cc4ccccc4)C(=O)[C@@H]3[C@](C)(C1=O)N2C(=O)c1ccc(C(C)(C)C)cc1 | 6
5 | 3 | CC(=O)NC1CC2CCCC(C1)N2C(=O)Nc1cccc(C)c1 (configuration not stated) | 5
-3 | 7 | CC(=O)Nc1ccc(Nc2cc(N(C)C)c3nonc3c2[N+](=O)[O-])cc1 | -5
15 | 5 | O=C(Cc1ccc(NC(=O)C2CCN(C(=O)c3ccccc3)CC2)cc1)Nc1cccc(C(=O)N2CCCC2)c1 | 5
3 | 5 | O=[N+]([O-])c1ccccc1/C=C/CN1CCC(O)CC1 | 0
4 | 7 | CC1(C)CC(=O)C(C=NCCN2CCN(C(=O)NC34CC5CC(CC(C5)C3)C4)CC2)=C(O)C1 | 8
-2 | 5 | C/C(=N/NS(=O)(=O)c1ccc(C)cc1)c1c[nH]c2ccccc12 | 5
-7 | 6 | CCN(c1ccccc1)S(=O)(=O)c1cc(C(=O)OCC(=O)c2c(N)n(C)c(=O)n(C)c2=O)ccc1C | 6
4 | -1 | Cc1ccc(S(=O)(=O)N2CCOCC2)cc1C(=O)Nc1ccc(N2CCCCCC2)cc1 | 0
-5 | 3 | CON(C)S(=O)(=O)c1cccc(C(=O)Nc2ccc(S(=O)(=O)NC3=NCCCCC3)cc2)c1 | 3
14 | -2 | C[C@H]1CN(S(=O)C(C)(C)C)[C@@H](CCO)/C1=C\CCO (some centres not stated) | -4
9 | 3 | O=C(NCCc1cccnc1)C1CCC(=O)N(Cc2ccc(Cl)cc2)C1 (configuration not stated) | 10
-3 | 2 | CCCCCN(C(=O)CCC(=O)OC(C)C(=O)c1ccc(CC)cc1)c1c(N)n(CCCC)c(=O)[nH]c1=O (configuration not stated) | 4
5 | 2 | CCCCCC(=C/c1ccccc1)/C=N/Nc1ccc(S(=O)(=O)N2CCOCC2)cc1[N+](=O)[O-] | -3
12 | -4 | O=C(Cc1cccc(NC(=O)C2CCCN(C(=O)C3CCCC3)C2)c1)Nc1ccc(C(=O)N2CCCCC2)cc1 (configuration not stated) | -5
2 | 0 | CCOc1ccc(NC(=O)c2ccc(NS(=O)(=O)c3cccc4cccnc34)cc2)cc1 | 2
7 | 1 | COc1cc2c(c3ccccc13)CCCC2=O | -1
7 | 9 | CC(C)CC(CO)NS(=O)(=O)c1cccc(Cl)c1F (configuration not stated) | 2
5 | 5 | O=C(NCC(c1cccs1)N1CCOCC1)c1cccc(S(=O)(=O)Nc2ccc(F)cc2)c1 (configuration not stated) | 1
10 | 1 | N[C@@H](Cc1ccc(O)c(O)c1)C(=O)O | -1
4 | 3 | COc1ccc2ccccc2c1C1NC(=O)c2ccccc2N1 (configuration not stated) | 8
2 | 1 | C#CCOCCOCCOCCNc1nc(N2CCN(C(=O)[C@H]([C@@H](C)CC)n3cc(CCCN=C(N)N)nn3)CC2)nc(N2CCN(C(=O)[C@H]([C@@H](C)CC)n3cc(CCC(=O)O)nn3)CC2)n1 | 0
32* | 20 | O=C1CSC(=S)N1/N=C/c1ccc(O)c([N+](=O)[O-])c1 | 38*
-12 | 10 | Cc1nc(-c2ccc(F)cc2)c(CC(=O)N(C)CC(=O)Nc2ccc(Cl)c(C(F)(F)F)c2)s1 | -8
6 | -3 | O=C(Nc1cccc(S(=O)(=O)N2CCOCC2)c1)c1cccc(S(=O)(=O)N2CCCCC2)c1 | -3
3 | -3 | CCCc1ccc(S(=O)(=O)NCC2CCCN2CC)cc1 (configuration not stated) | -1
5 | 3 | N/C(=N/O)c1nc(N2CCCC2)nc(N2CCCC2)n1 | -2
11 | 7 | c1ccc(-c2nnnn2-c2ccccn2)cc1 | 4
-2 | 2 | Cc1cc(C)cc(-c2nnc(SCC(=O)Nc3cc(C)on3)o2)c1 | 5
0 | 1 | [O-]/C(=C(\C(=S)Nc1cccc2ccccc12)[n+]1cccc(CO)c1)c1ccc(Cl)s1 | 15
2 | 7 | CN(Cc1ccccc1)C(=O)c1ccc(NC(=O)Cc2ccc(NC(=O)C3CCN(C(=O)c4ccccc4)CC3)cc2)cc1 | -11
6 | 10 | CC(OC(=O)CNC(=O)c1ccc(Cl)c([N+](=O)[O-])c1)C(=O)NC1CCCCC1C (configuration not stated) | -1
3 | 1 | Cc1ccc(S(=O)(=O)N2CCN(C(=O)COC(=O)c3ccccc3OC(F)F)CC2)c(C)c1 | 8
6 | 2 | O=C(c1ccoc1)N1CCC2(CCCN(Cc3ccc(F)c(F)c3)C2)C1 (configuration not stated) | -1

With a hit mark in PAFAH1B3 inh, of those listed so far:
PAFAH1B3 inh | PAFAH1B2 FP inh | Compound | PAFAH2 inh
66* | 39* | CN1CCN(C2=C(Cl)C(=O)c3ccccc3C2=O)CC1 | 57*
32* | 20 | O=C1CSC(=S)N1/N=C/c1ccc(O)c([N+](=O)[O-])c1 | 38*

(listing goes on)
PAFAH1B3 inh | PAFAH1B2 FP inh | Compound | PAFAH2 inh
14 | 4 | O=C(Cc1cccc(NC(=O)C2CCCN(C(=O)c3ccccc3)C2)c1)Nc1ccc(C(=O)N2CCOCC2)cc1 (configuration not stated) | -1
3 | 2 | CC(C)c1ccc(S(=O)(=O)N2CCC(C(=O)NCc3ccco3)CC2)cc1 | 4
13 | -2 | CC(=O)Nc1ccc(NC(=O)COC(=O)CCNS(=O)(=O)c2c(Cl)cccc2Cl)cc1 | 7
15 | 9 | COc1cc(/C=C/C(=O)Nc2ccc(S(=O)(=O)Nc3onc(C)c3C)cc2)cc(OC)c1OC | -1
2 | 3 | COc1ccc(F)cc1CN1CCN(C(=O)c2ccc(S(=O)(=O)N3CCCCCC3)cc2)CC1 | 4
